High-throughput results (PubChem BioAssay)
HPDE-C7 cytotoxicity = cytotoxicity in HPDE-C7 cells, cell-based, fluorescence, HTS (AID 430); cytotoxicity, % at 10 µM; hits with a dose series show EC50 in µM; HPDE-C7 pancreatic duct cells viability, fluorescence; higher % means a stronger effect; actives 1.8% (n = 63,000);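 further: cells exposed to compound for 48 hours before viability readout; 0% = vehicle and 100% = reference cytotoxic drug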
HPDE-C7K KRASV12 = viability loss of HPDE-C7K cells – cell-based, fluorescence, HTS, primary screen (AID 431). HPDE-C7K KRASV12 cells, Alamar Blue viability, 48 h; higher % means a stronger effect. actives 1.7% (n = 63,000). one-dose cytotoxicity, % at 10 µM; EC50 in µM for titrated hits;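 active means compounds whose percent cytotoxicity in the single-dose primary screen, scaled between solvent and toxic-drug controls, exceeds 50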;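 further: 0% = DMSO solvent wells and 100% = doxorubicin-treated wells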
LYP inhibition = LYP phosphatase inhibitors, primary screen, biochemical, DiFMUP fluorescence, recombinant catalytic domain, 10 µM (AID 606) | inhibition, % at 10 µM, or IC50 in µM where a hit was titrated | 52,000 tested, under 10 active | recombinant LYP catalytic domain, DiFMUP fluorescence; higher % means a stronger effect;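 active means IC50 under 40 µM in the dose-response test; inactive means IC50 of 40 µM or more, or never dose-tested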
Spn MK inh = blocks S. pneumoniae mevalonate kinase; purified MK, PK/LDH-coupled NADH absorbance 340 nm; inhibition, % at 10 µM; actives 0.48% (n = 65,000);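 active means ranked among the strongest by inhibition in the single 10 µM screen, a fixed top-ranked set picked for dose follow-up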; further: no value below 0 was filed
DPM-DC inhibit = S. pneumoniae DPM-DC inhibition; purified DPM-DC, PK/LDH coupled NADH fluorescence; calls only at 10 µM; actives 0.49% (n = 65,000); AID 556;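 active means the 320 compounds with the highest percent inhibition in the single-dose primary screen, excluding strongly autofluorescent ones, cut at about 32% in these data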;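 further: kinetic rate of NADH fluorescence loss reporting ADP formed by the decarboxylase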
HT1080 viability = HT1080 cell viability loss – fluorescence readout (AID 620); one-dose cytotoxicity, % at 10 µM; EC50 in µM for titrated hits; actives 0.42% (n = 87,000); HT1080 viability, fluorescence; higher % means a stronger effect;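 further: cells exposed to compound overnight then 4 h with Alamar Blue; 0% = vehicle DMSO and 100% = killing control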
PMK inhibit = inhibitors of Streptococcus pneumoniae phosphomevalonate kinase; purified PMK, PK/LDH-coupled NADH absorbance 340 nm; inhibition, % at 10 µM; actives 0.49% (n = 65,000); AID 539;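 active means top-ranked compounds by inhibition in the single 10 µM screen, taking a fixed number of the strongest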;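 further: 0% = full reaction with DMSO carrier and 100% = background rate without enzyme reaction; no value below 0 was filed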
Bfl-1 inhibitors = displacement of Bid BH3 peptide from Bfl-1 – biochemical, fluorescence polarization, FITC-Bid, mouse, primary screen (AID 432); FITC-Bid BH3 peptide fluorescence polarization displacement; higher % means a stronger effect; displacement, % at 20 µM, or IC50 in µM where a hit was titrated; actives 0.02% (n = 64,000); in the data active means a potency from the dose series; inactive means the rest, 99 in 100 with displacement below about 15%; further: strong numbers were not always called active
TNAP inhibition = inhibition of tissue-nonspecific alkaline phosphatase – biochemical, luminescent (AID 518). purified TNAP enzyme, luminescent substrate readout; higher % means a stronger effect. one-dose inhibition, % at 20 µM; IC50 in µM for titrated hits. actives 0.09% (n = 64,000); in the data active means a potency from the dose series; inactive means the rest, 99 in 100 with inhibition below about 22%;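 further: plate controls were vehicle for no effect and reference inhibitor for full effect; many of its hits are not listed in these tables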
PMK inhibit pilot replicates = further read-out of PMK inhibit, marked with its call; inhibition, %; measured here: pilot screen replicates
Spn MK inh pilot replicates = recorded beside Spn MK inh, whose call it bears; inhibition, %; measured here: pilot screen replicates
DPM-DC inhibit pilot screen % = second read-out of DPM-DC inhibit, no call of its own (marks repeat the call); inhibition, %; measured here: pilot screen trials
Numbers without * were called inactive; i = inactive; x = no result given. Unless noted, no stated cut-off is given here; in the data, active means cytotoxicity above about 50%; inactive means the rest. No enrichment for hits (roughly 3.5% active in at least one column).

SMILES | HPDE-C7 cytotoxicity | HPDE-C7K KRASV12 | LYP inhibition | Spn MK inh | DPM-DC inhibit | HT1080 viability | PMK inhibit | Bfl-1 inhibitors | TNAP inhibition | others
O=CN1CC(=O)N(c2ccccc2)c2c([nH]c3ccccc23)C1 | 4% | 6% | 0% | 0 | i | 3% | 8 | 0% | 13%
COc1ccc(-c2nc3ccccc3s2)cc1O | -6% | -3% | x | 6 | i | -4% | 4 | -3% | 12%
CCOC(=O)c1ccc(NC(=O)c2cc3ccccc3o2)cc1 | -4% | -4% | 0% | 8 | i | -4% | 1 | 0% | 12%
COc1ccc(-c2noc(C3CCCN(S(=O)(=O)c4cccc(Cl)c4C)C3)n2)cc1OC (configuration not stated) | 8% | 16% | 19% | 33 | i | 2% | 0 | -8% | 4%
O=C(c1ccc2c(c1)OCCO2)N(c1ccccn1)C1CCCCC1 | -4% | -5% | x | 2 | i | 4% | 7 | -10% | 3%
CC(=O)O[C@H]1C[C@@H]2CC[C@@H]3[C@H](CC[C@@]4(C)[C@H]3C[C@H]([N+]3(C)CCCCC3)[C@@H]4OC(C)=O)[C@@]2(C)C[C@@H]1[N+]1(C)CCCCC1 | -14% | -2% | 27% | 6 | i | 5% | 0 | 2% | 4% | PMK inhibit pilot replicates=0.0;Spn MK inh pilot replicates=0.0;DPM-DC inhibit pilot screen %=0.0
CC(=O)N1CCN(c2ccc(NC(=O)c3ccc4c(c3)OCO4)cc2)CC1 | 3% | 5% | -8% | 0 | i | 18% | 14 | 4% | 4%
CSc1nc2sc3c(c2c2nnnn12)CCC3 | 8% | 7% | -2% | 6 | i | -2% | 2 | -2% | -15%
Cc1cc2nc(SCC(=O)Nc3nonc3C)c3c(c2cc1C)CCCC3 | 0% | -14% | 5% | 2 | i | -4% | 13 | -4% | 10%
COc1ccc(NC(=O)CN2CCN(CC(=O)Nc3ccccc3Cl)CC2)cc1Cl | -8% | -3% | 5% | 0 | i | 0% | 6 | 0% | 3%
Cc1noc(C)c1S(=O)(=O)NC1CCCc2ccccc21 (configuration not stated) | -13% | -3% | -3% | 1 | i | -5% | 10 | -6% | 10%
CSc1ccccc1N=Cc1nc(-c2ccccc2)oc1O | 4% | 6% | x | 0 | i | 0% | 0 | 4% | 12%
Cc1cc(S(=O)(=O)NCC(C)C)ccc1OCC(=O)NCc1ccccn1 | -8% | -16% | -2% | 11 | i | 6% | 12 | -4% | 3%
Cc1ccc2c(c1)c(C)c(C)n2CC(O)Cn1nnc2ccccc21 (configuration not stated) | -1% | 2% | 9% | 2 | i | 8% | 0 | -7% | 9%
CCOC(=O)C1C(=O)CC(C)(O)C(C(=O)OCC)C1c1ccc(OCC)cc1 (configuration not stated) | 0% | -7% | x | 2 | i | -10% | 0 | -2% | 7%
NC(=O)Cn1nnc(-c2ccc(C(F)(F)F)cc2)n1 | -19% | -12% | -1% | 2 | i | -3% | 6 | 1% | 2%
CCN1CCN(S(=O)(=O)c2ccc(Br)s2)CC1 | 8% | 6% | x | 13 | i | -2% | 10 | -12% | 1%
COc1ccc(C(CNC(=O)CN2C(=O)NC3(CC(C)CC(C)(C)C3)C2=O)N2CCOCC2)cc1 (configuration not stated) | -20% | -12% | 3% | 5 | i | 13% | 11 | -2% | 11% | PMK inhibit pilot replicates=6.0;Spn MK inh pilot replicates=0.5;DPM-DC inhibit pilot screen %=3.5
O=C(CSC1=NCCS1)NCc1ccco1 | 7% | 3% | 4% | 9 | i | -1% | 0 | 5% | 10% | PMK inhibit pilot replicates=1.0;Spn MK inh pilot replicates=0.0;DPM-DC inhibit pilot screen %=0.0
O=C(c1cc2n(n1)C(C(F)(F)F)CC(c1ccc(Cl)cc1)N2)N1CCCC1 (configuration not stated) | -30% | -9% | 9% | 17 | i | 4% | 7 | 9% | 6% | PMK inhibit pilot replicates=4.5;Spn MK inh pilot replicates=0.0;DPM-DC inhibit pilot screen %=0.0
COC(=O)[C@@H](NC(=O)NC1CCCc2ccccc21)C(C)C (some centres not stated) | -2% | 12% | 4% | 12 | i | -3% | 8 | -2% | 7%
CC(C)C(NS(=O)(=O)c1ccc2c(c1)oc(=O)n2C)C(=O)N1CCN(c2ccccc2F)CC1 (configuration not stated) | -19% | -9% | 13% | 9 | i | -4% | 13 | -9% | -2%
CCC(Sc1nc2n[nH]c(C)c2c(=N)n1-c1cc(Cl)ccc1C)C(=O)N1CCOCC1 (configuration not stated) | -10% | 12% | -11% | 0 | i | -7% | 21 | -8% | 20% | PMK inhibit pilot replicates=1.5;Spn MK inh pilot replicates=2.5;DPM-DC inhibit pilot screen %=1.0
CCOC(=O)N1CCC(NC(=O)C2CCN(S(=O)(=O)N3CCC(C)CC3)CC2)CC1 | 6% | -1% | 13% | 1 | i | -1% | 16 | 10% | -7%
O=C(COc1cc(Cl)c(Cl)cc1Cl)NCCN1CCOCC1 | -16% | -7% | -3% | 7 | i | -3% | 8 | -2% | 6%
CCOC(=O)C1CCCCN1Cc1ccccc1C(F)(F)F (configuration not stated) | -13% | -22% | 11% | 5 | i | -8% | 0 | -1% | 6%
CC1(C)CC(C(=O)Nc2nccs2)CCO1 (configuration not stated) | -5% | 0% | -6% | 6 | i | 3% | 5 | 0% | 8%
O=C1CCCN1CC(CN1CCOCC1)Sc1nc2ccccc2c(=O)n1-c1ccccc1 (configuration not stated) | -12% | 7% | -5% | 12 | i | -1% | 0 | -8% | 14%
CN1CCc2c(sc3nc(SCC(=O)N4CCOCC4)nc(N)c23)C1 | -10% | -18% | 1% | 5 | x | 2% | 0 | -2% | 0%
O=C(CN1CCCN(S(=O)(=O)c2ccc(F)cc2)CC1)Nc1ccccc1Br | 4% | 19% | -15% | 2 | i | -10% | 0 | -6% | 25% | PMK inhibit pilot replicates=5.5;Spn MK inh pilot replicates=1.5;DPM-DC inhibit pilot screen %=0.0
O=c1cc(N2CCCCC2)nc2n1CCCS2 | 1% | 1% | -4% | 2 | i | -2% | 5 | -7% | 14%
Cc1cc(C)n(-c2nncc(-c3ccccc3)n2)n1 | 1% | -16% | 0% | 6 | i | -10% | 11 | 2% | 14%
O=C(CSc1nnc(-c2ccccc2Br)o1)Nc1cccc2ccccc12 | -7% | -4% | 17% | 3 | i | 5% | 17 | -7% | 10% | PMK inhibit pilot replicates=6.5;Spn MK inh pilot replicates=8.0;DPM-DC inhibit pilot screen %=2.5
Fc1ccc(N2CCN(c3nc(-c4ccco4)cc(C(F)(F)F)n3)CC2)cc1 | 18% | 3% | 1% | 7 | i | -9% | 0 | 1% | 14%
N#CCCN(CCC#N)C(=O)c1ccc(Cl)cc1 | -13% | -22% | x | 12 | i | 2% | 6 | 3% | 8%
Cc1cn(CC2COC(C)(C)O2)c(=O)[nH]c1=O (configuration not stated) | -16% | -2% | 2% | 3 | i | 2% | 16 | 4% | 4%
O=C(Nc1cccnc1)c1cnn2cccnc12 | -3% | -8% | 5% | 0 | i | 1% | 11 | -3% | 8%
CC(CCc1ccco1)NC(=O)Cn1ncc2c(=O)oc3ccccc3c21 (configuration not stated) | -2% | 0% | x | 1 | i | 5% | 0 | 1% | 6%
CC(C)=C1C2CC2C2C(C(=O)O)C12 (configuration not stated) | -6% | -10% | 11% | 0 | i | 16% | 9 | -1% | 9%
CCCN1C(=O)c2cc(C(=O)NCc3cccs3)ccc2C1O (configuration not stated) | -7% | -17% | x | 6 | i | -2% | 6 | -4% | -1%
Oc1c(CN2CCOCC2)cc(COCc2ccccc2)c2cccnc12 | 61%* | 31% | 6% | 0 | i | 20% | 14 | -2% | 0%
CCOc1cc(-c2cc(-c3ccc(N)cc3)nc(N)c2C#N)ccc1O | -10% | -9% | -10% | 12 | x | 11% | 5 | -3% | 14%
Cc1cccc(OCCCC(=O)Nc2ccc3c(c2)OCO3)c1 | 34% | 49% | x | 3 | i | -5% | 0 | 6% | 14%
CC(=O)NC(CCS(C)(=O)=O)C(=O)Nc1cccc(C(C)=O)c1 (configuration not stated) | x | x | 4% | 0 | i | -6% | 5 | x | x
COc1ccc(C)cc1NC(=O)c1cc2c(CO)cnc(C)c2oc1=N | -11% | -3% | x | 5 | i | 2% | 4 | -3% | 11%
COc1cccc(CN2CCN(C(=O)c3cccc(F)c3)CC2)c1 | -3% | -22% | 2% | 51* | i | x | 0 | 2% | 7%
CCCCn1c(SCC(=O)N2CCCC2)nc2c1c(=O)n(C)c(=O)n2C | 0% | 0% | -8% | 0 | i | -6% | 7 | 3% | 8%
CCCC(=O)Nc1cc(C)c(NC(=O)Cc2ccccc2)cn1 | -21% | -2% | x | 9 | i | 7% | 0 | 0% | -2%
CCCOc1ccc(N)cc1N | 18% | 14% | -8% | 10 | i | 7% | 15 | 39% | 2%
CCOC(=O)CNC(=O)CSc1nc(NCc2ccccc2)nc(N(C)C)n1 | -3% | -1% | 5% | 5 | i | -2% | 5 | -6% | 6%

Sorted by formula weight (low to high): some entries from above
SMILES | HPDE-C7 cytotoxicity | HPDE-C7K KRASV12 | LYP inhibition | Spn MK inh | DPM-DC inhibit | HT1080 viability | PMK inhibit | Bfl-1 inhibitors | TNAP inhibition | others
Cc1noc(C)c1S(=O)(=O)NC1CCCc2ccccc21 (configuration not stated) | -13% | -3% | -3% | 1 | i | -5% | 10 | -6% | 10%
O=C(c1ccc2c(c1)OCCO2)N(c1ccccn1)C1CCCCC1 | -4% | -5% | x | 2 | i | 4% | 7 | -10% | 3%
CC(=O)N1CCN(c2ccc(NC(=O)c3ccc4c(c3)OCO4)cc2)CC1 | 3% | 5% | -8% | 0 | i | 18% | 14 | 4% | 4%
O=C(CN1CCCN(S(=O)(=O)c2ccc(F)cc2)CC1)Nc1ccccc1Br | 4% | 19% | -15% | 2 | i | -10% | 0 | -6% | 25% | PMK inhibit pilot replicates=5.5;Spn MK inh pilot replicates=1.5;DPM-DC inhibit pilot screen %=0.0

Next section.
SMILES | HPDE-C7 cytotoxicity | HPDE-C7K KRASV12 | LYP inhibition | Spn MK inh | DPM-DC inhibit | HT1080 viability | PMK inhibit | Bfl-1 inhibitors | TNAP inhibition | others
Cc1nnc(NC(=O)Cc2ccc(OCc3c(C)noc3C)cc2)s1 | -4% | -4% | 4% | 10 | i | 4% | 20 | -10% | 9%
O=C(CC1COc2ccccc2O1)Nc1ccccn1 (configuration not stated) | 2% | -5% | 3% | 5 | i | 0% | 0 | -4% | 8%
Cc1cc(C)n(-c2ccc(C(=O)Nc3ccc(S(=O)(=O)NCc4ccco4)cc3)cc2)n1 | 32% | 26% | x | 3 | i | 5% | 12 | 6% | 9%
O=C(CN1C(=O)C2CCCN2c2ncc(Cl)cc21)NCc1ccc2c(c1)OCO2 (configuration not stated) | 3% | -6% | x | 7 | i | -16% | 3 | -6% | -1%
CC(=O)NC(CC(C)C)C(=O)NC(Cc1ccccc1)C(N)=O (configuration not stated) | -14% | -13% | -1% | 6 | i | 5% | 4 | -2% | 6%
O=C(NCc1cn2ccccc2n1)c1ccccc1 | 10% | 10% | 2% | 52* | i | 5% | 12 | -1% | 16%
C/C(=C(\C#N)C(=O)NCCN1CCOCC1)N(C)C | 0% | 12% | x | 9 | i | 22% | 8 | -3% | 9%
